Assay outcomes: PubChem BioAssay, National Center for Advancing Translational Sciences (NCATS)
CRE Fsk mod – alters forskolin-stimulated CRE reporter signaling in CHO cells; CHO CRE-bla reporter (cAMP response element driving beta-lactamase), forskolin EC10, beta-lactamase ratio; Potency, µM (top dose mostly 38.2 µM), inactives show top-dose activity change, negative = inhibition, actives largely listed as activators; 71,000 compounds, 2.5% hits; AID 662; active means well fitted activation curve with a large enough effect in the signal ratio, with a control signal flat, not every such curve was filed as active; inconclusive means small, poorly fitted or top-dose-only effect, or effect the other way, or a change in a side signal; the % refers to the signal ratio; further: potency means the concentration at half of the fitted maximal effect; % of control where 0% means no effect
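Beta-lactamase reporter under a cAMP responsive element in CHO cells; compounds tested in titration series against EC10 NKH 477, 3 h at 37 °C. Read-out: CCF4 FRET ratio 460nm/530nm (excitation 405nm) giving %Activity, fitted to AC50.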
Luciferase inh – firefly luciferase inhibition | P08659 | purified firefly luciferase, luminescence, 8 min | Potency, µM (titrated, usually from 57.1 µM), for the others: at the highest dose activity change, negative = inhibition, actives largely listed as inhibitors | 72,000 compounds, 2.2% hits | AID 411; further: potency means the concentration at half of the fitted maximal effect; on the % scale 0 is the no-effect control and ±100 the full control effect; nearly all actives have a fitted effect of over 40% in size
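Substrate buffer containing 10 uM ATP (pH 7.2 imidazole, Mg2+, KCl, detergent, BSA) is dispensed, compound pinned in, then luciferase/luciferin detector mix added. After 8 min at ambient temperature, light output is measured.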
HADH2 inh – HADH2 (human) dehydrogenase inhibition; Q99714; recombinant HADH2, NADH fluorescence, beta-hydroxybutyryl-CoA; Potency, µM (top dose mostly 57.1 µM), without a hit: top-dose activity change, negative = inhibition, hits mostly inhibitors; 73,000 compounds, 3.4% hits; further: potency means the concentration at half of the fitted maximal effect; on the % scale 0 is the no-effect control and ±100 the full control effect; nearly all actives have a fitted effect of over 60% in size; many of its hits are not listed in these tables
Target sequence (Q99714 whole entry, looked up, one chain of several): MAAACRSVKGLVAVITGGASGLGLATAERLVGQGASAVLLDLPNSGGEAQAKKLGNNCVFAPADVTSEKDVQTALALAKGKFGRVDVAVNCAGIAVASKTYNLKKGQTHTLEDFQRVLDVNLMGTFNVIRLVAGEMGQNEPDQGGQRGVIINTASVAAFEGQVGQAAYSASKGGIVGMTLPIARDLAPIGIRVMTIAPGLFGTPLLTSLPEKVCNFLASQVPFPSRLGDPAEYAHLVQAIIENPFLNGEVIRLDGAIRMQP
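NADH fluorescence (ex 360/em 450 nm) read every 30 s for 4 min; activity taken as last-minus-first time point difference. Enzyme 20 nM, NAD+ 1 mM, beta-hydroxybutyryl-CoA 90 uM, pH 9.0 Tris buffer.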
Tau filament bind – binders of human tau filaments. P10636. recombinant tau filaments, thioflavin S fluorescence, 15 h; filaments grown with octadecylsulfate alongside compound. Potency, µM (doses to about 57.1 µM), without a hit: top-dose activity change, negative = inhibition. 71,000 compounds, 2% hits. AID 596;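 further: potency means the concentration at half of the fitted maximal effect; on the % scale 0 is the no-effect control and ±100 the full control effect; actives lower thioflavin S fluorescence by blocking filaments or displacing dye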
Target sequence (P10636 whole entry, looked up): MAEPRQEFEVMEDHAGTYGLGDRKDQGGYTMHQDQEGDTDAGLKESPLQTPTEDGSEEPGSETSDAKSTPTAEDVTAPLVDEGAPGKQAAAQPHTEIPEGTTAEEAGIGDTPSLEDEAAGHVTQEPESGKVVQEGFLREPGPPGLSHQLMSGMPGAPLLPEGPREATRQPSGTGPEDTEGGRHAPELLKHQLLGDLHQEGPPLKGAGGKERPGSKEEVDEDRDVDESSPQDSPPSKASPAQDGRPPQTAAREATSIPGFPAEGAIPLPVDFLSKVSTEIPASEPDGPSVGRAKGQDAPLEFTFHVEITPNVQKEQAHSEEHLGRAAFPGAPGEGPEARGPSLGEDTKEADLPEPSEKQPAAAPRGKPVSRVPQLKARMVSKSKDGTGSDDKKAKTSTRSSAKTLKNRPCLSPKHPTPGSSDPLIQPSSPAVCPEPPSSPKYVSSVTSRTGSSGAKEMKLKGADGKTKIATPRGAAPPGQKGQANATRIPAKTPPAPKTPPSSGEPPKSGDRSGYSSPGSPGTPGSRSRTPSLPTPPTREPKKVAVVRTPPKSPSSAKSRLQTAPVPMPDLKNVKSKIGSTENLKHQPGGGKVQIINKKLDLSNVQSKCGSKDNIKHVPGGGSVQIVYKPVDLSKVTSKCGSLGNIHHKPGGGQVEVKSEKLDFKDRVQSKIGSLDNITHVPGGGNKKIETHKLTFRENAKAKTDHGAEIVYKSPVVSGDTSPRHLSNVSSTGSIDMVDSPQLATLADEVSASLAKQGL
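ThS-based fibril read: tau 1 uM final, inducer ODS 30 uM final, 37 C for 15 h, ex 450/em 510 nm.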
Hsp90 Hop PPI – changes Hsp90-Hop TPR2A binding signal, up or down; Potency, µM (doses to about 57 µM), inactives show at the highest dose activity change, negative = inhibition; AID 595; 71,000 compounds, 0.44% hits; AlphaScreen TPR2A-His6 binding biotin-Hsp90 C-terminal peptide; active means well fitted curve in either direction with a large enough effect; inconclusive means small, poorly fitted or top-dose-only effect, or another doubt; further: potency means the concentration at half of the fitted maximal effect; on the % scale 0 is the no-effect control and ±100 the full control effect; many of its hits are not listed in these tables
Pol III holo inh – DNA polymerase III holoenzyme inhibition. reconstituted DNA polymerase III holoenzyme replication, biochemical. Potency, µM (series often up to 57.1 µM), inactives show at the highest dose activity change, negative = inhibition. 71,000 compounds, 0.25% hits; further: potency means the concentration at half of the fitted maximal effect; on the % scale 0 is the no-effect control and ±100 the full control effect
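Reconstituted *E. coli* holoenzyme (0.35 nM Pol III, 1 nM beta, 154 nM SSB, 2 nM primase) was preincubated with compound for 15 min at RT. Synthesis on 1.4 nM ssM13Gori ran 35 min, then was stopped with PicoGreen/EDTA and read as dsDNA fluorescence.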
15-hLO inh – blocks human 15-lipoxygenase activity; Potency, µM (series often up to 57.1 µM), inactives show at the highest dose activity change, negative = inhibition, actives largely listed as inhibitors; 74,000 compounds, 1.4% hits; purified 15hLO-1, xylenol orange hydroperoxide absorbance; further: potency means the concentration at half of the fitted maximal effect; on the % scale 0 is the no-effect control and ±100 the full control effect; nearly all actives have a fitted effect of over 55% in size
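Purified human 15hLO-1 (40 nM) in 25 mM Hepes pH 7.5, 0.01% Triton X-100, preincubated 15 min RT with compound, then 50 uM arachidonic acid for 6 min. Hydroperoxide read by ferrous/xylenol orange, 30 min; 573/405 nm absorbance ratio gave progress.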
TexasRed autofl – compound fluoresces in the Texas Red spectral region; Compound fluorescence, Texas Red channel, 547/618 nm; hits give high values; max dye-equivalent concentration, M; 59,000 compounds, 0.06% hits; AID 587; in the data active means max dye-equivalent concentration above about 10 nM; inconclusive means between about 1.1 nM and that limit
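Pin-transferred compounds and Texas Red standards go into 100 mM Tris buffer, pH 8.0. After 15 min at room temperature, plates are imaged with 547/618 nm filters. Each value is a dye-equivalent concentration derived from the per-plate dye curve.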
Rhodamine autofl – compound autofluorescence in rhodamine spectral region; Rhodamine-region fluorescence, 547/598 nm, Tris buffer; hits give high values; max dye-equivalent concentration, M; 59,000 compounds, 0.05% hits; in the data active means max dye-equivalent concentration above about 11 nM; inconclusive means between about 1.1 nM and that limit
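Steps: pin-transfer compounds into pH 8.0 Tris (100 mM), hold 15 min at room temperature, image with a 547/598 nm filter pair, and convert intensities to rhodamine-equivalent concentration using a six-point on-plate rhodamine series.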
HBB splice mod – hemoglobin beta splicing modulation; HBB splicing reporter cell assay, activation; EGFP reporter with mutant IVS2-654 intron; response scale: normalised to 500 nM splice-correcting PNA; Potency, µM (titrated, usually from 46.1 µM), for the others: at the highest dose activation, usual class: activators; 65,000 compounds, 0.06% hits; AID 925; further: potency means the concentration at half of the fitted maximal effect; 0% is about no effect
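HeLa cells stably expressing EGFP interrupted by mutant beta-globin intron 2 (IVS2-654), 500/well in 2% FCS. Treated with compound for 2 days at 37C. Splicing correction scored as total well GFP intensity (488 nm excitation, 500-520 nm emission); 500 nM antisense PNA served as control.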
ERK AVP block – blocks ERK signaling stimulated by vasopressin; HEK293-V1b, vasopressin-stimulated pERK AlphaScreen; Potency, µM (top dose mostly 57.5 µM), without a hit: top-dose activity, negative = inhibition, actives largely listed as inhibitors; 72,000 compounds, 0.99% hits; further: potency means the concentration at half of the fitted maximal effect; on the % scale 0 is the no-effect control and ±100 the full control effect; nearly all actives have a fitted effect of over 55% in size
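Overnight-seeded V1b-HEK293 cells in 1% FBS got compound, then vasopressin (25 nM final, 5 min, 37C), then lysis buffer. AlphaScreen detection of phospho-ERK; activity normalized to basal and full-stimulation controls.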
Active calls of the source: *; i = inactive; ? = inconclusive; / = not tested or not shown; [ ] = remark or other dose. Unless noted, the call rests on the fitted dose curve; in most records, active means well fitted curve in the direction sought with a large enough effect; inconclusive means small, poorly fitted or top-dose-only effect, or another doubt; inactive means no such curve, though single readings can be large; an effect the other way counts as inactive or inconclusive. The list is partial; rates above refer to the full screens.

SMILES	CRE Fsk mod	Luciferase inh	HADH2 inh	Tau filament bind	Hsp90 Hop PPI	Pol III holo inh	15-hLO inh	TexasRed autofl	Rhodamine autofl	HBB splice mod	ERK AVP block
C/C(=N\O)C(=O)NCc1ccncc1	?	2%	3%	0%	-5%	0%	21%	i	i	0.2%	-1%
O=c1[nH]c2cc3c(cc2cc1CN(Cc1ccccc1)Cc1nnnn1Cc1ccco1)OCCO3	-23%	-8%	?	83%	-15%	-8%	32µM*	i	i	1.6%	22%
CCC(C(=O)Nc1ncccn1)(C(F)(F)F)C(F)(F)F	-10%	1%	-2%	-3%	-3%	-1%	23%	i	i	0.9%[0.369 µM]	-13%
CC(=O)N(C)C1(c2nnnn2CCOC(=O)Nc2ccc(Cl)cc2)CCCCC1	-10%	-3%	1%	1%	-6%	-1%	-6%	i	i	-0.7%	-2%
COc1cccc(Cn2c(=O)c(-c3ccccc3)nc3cnc(OC)nc32)c1	10µM*	0%[11.4 µM]	3%	-26%	0%	-7%	-1%	i	i	1.4%	-10%
Cc1ccc(N2CCN(C(=O)CNS(=O)(=O)c3ccc(Br)s3)CC2C)cc1 (stereo not given)	?	7%	-1%	-10%	-6%	0%	-15%	i	i	3.3%	-17%
CCSc1nnc(NC(=O)CSc2nc3c(c(=O)n2-c2ccccc2)SCC3)s1	?	1%	-5%	3%	-2%	1%	0%	i	i	0.2%	6%
CCCCc1ccc(C2C(C#N)=C(N)SC(N)=C2C#N)s1	18%[7.6 µM]	1%	0.32µM*	0.32µM*	-11%[11 µM]	-4%[11.4 µM]	0.79µM*	/	/	-1.5%[0.0738 µM]	-14%
COc1ccc(OC)c2[nH]c(=O)c(CCNC(=O)c3ccc(S(=O)(=O)N(C)C)cc3)cc12	-3%	-1%	2%	-14%	-1%	0%	4%	i	i	-1.4%	3%
O=C(Oc1ccccc1C(=O)N1CCOCC1)c1ccc(Br)cc1	-6%	0%	0%	6%	1%	-10%	4%	/	/	-0.3%	-23%
c1ccc(-n2c(Cc3cn4ccsc4n3)nnc2N2CCOCC2)cc1	-3%	5%	-3%	0%	?	0%	24%	i	i	0.0%[57.5 µM]	?
C=COCCn1c(-c2nonc2N)nc2ccccc21	-8%	1%	19%	8%	3%	-6%	2%	/	/	1.3%	0%
O=c1c2cnn(-c3ccccc3)c2nc(-c2ccco2)n1-c1ccccc1	25%	-10%	-12%	8%	-4%	-3%	?	/	/	-0.8%[9.22 µM]	?
N#Cc1nc(Cc2ccccc2)oc1NCCc1ccccc1	?	-16%	-6%	-6%	-13%	-1%	-9%	i	i	-0.7%	-6%
Cc1ccc2nc(NC(=O)C3CCN(S(=O)(=O)c4cccc5nsnc45)CC3)sc2c1	?	1%	-1%	5µM*	-16%	-1%	?	i	i	-1.4%	-1%
COCCn1c(C(C)C)nc2oc3ccccc3c(=O)c2c1=O	3%	0%	-4%	2%	-4%	-8%	5%	i	i	-0.2%	-3%
COc1ccc(NC(C)=O)cc1NC(=O)CCn1c(=O)sc2ccccc21	-2%	2%	-5%	24%	-8%	-3%	6%	i	i	-2.2%	13%
Cn1c(=O)c2c(nc(N3CCOCC3)n2CCCNC2=NCCC2)n(C)c1=O	?	-7%	-5%	0%	3%	-4%	-8%	i	i	-1.0%	5%
CC1CCCCN1C(=O)c1cc(-c2ccc(Cl)c(Cl)c2)on1 (stereo not given)	-1%	-14%	6%	16%	20%	1%	-13%	i	i	-0.5%	7%
CCOc1nonc1C(=N)/C(C(C)=O)=C(\C)O	-10%	-2%	-14%	13%	0%	2%	1%	/	/	-0.3%[9.22 µM]	16%
CN(c1ccccc1)S(=O)(=O)c1ccc(C(=O)Nc2nnc(-c3ccc(F)cc3)o2)cc1	9%	-2%	-12%	-4%	-2%	-4%	27%	i	i	-1.5%	17%
O=C(Cc1c(O)c2ccccc2[nH]c1=O)NC1CCCCCC1	3%	-5%	-16%	4%	-1%	-5%	-5%	i	i	0.4%[57.5 µM]	-1%
COc1ccc(Oc2ncc3nc(CCc4ccccc4)c(=O)n(CCC#N)c3n2)cc1	?	0%[11.4 µM]	-14%	-6%	3%	-7%	1%	i	i	-0.1%	-8%
O=C(Cn1cc(C(=S)N2CCOCC2)c2ccccc21)N1CCOCC1	-8%	1%	-3%	-14%	-5%	1%	1%	i	i	0.7%	-9%
O=C(Nc1ccc2c(c1)OCCO2)C1CCN(c2nnnn2-c2ccccc2)CC1	-11%	0%	3%	-10%	-3%	3%	2%	?	i	1.2%	-9%

Reprinted from the part before: two entries; new compounds follow.
SMILES	CRE Fsk mod	Luciferase inh	HADH2 inh	Tau filament bind	Hsp90 Hop PPI	Pol III holo inh	15-hLO inh	TexasRed autofl	Rhodamine autofl	HBB splice mod	ERK AVP block
O=C(Cn1cc(C(=S)N2CCOCC2)c2ccccc21)N1CCOCC1	-8%	1%	-3%	-14%	-5%	1%	1%	i	i	0.7%	-9%
O=C(Nc1ccc2c(c1)OCCO2)C1CCN(c2nnnn2-c2ccccc2)CC1	-11%	0%	3%	-10%	-3%	3%	2%	?	i	1.2%	-9%
COc1ccc(NC(=O)C2CCCN(c3c4c(nc5ncnn35)CCC4)C2)cc1 (stereo not given)	13%	0%	4%	5%	-5%	-3%	4%	i	i	/	-14%
COc1cccc(-c2nn(-c3ccccc3)cc2CO)c1	0%	-26%	11%	-16%	4%	-9%	5%	?	i	-0.2%	?
CCNC(=O)c1cc2c(=O)n3cccc(C)c3nc2n(Cc2ccc(C)cc2)c1=N	1µM*	1%	477%[activator]	1.6µM*	-3%	-2%	-5%	?	i	0.3%[0.369 µM]	3%
Cc1cc2c(N3CCCCC3C)ncnc2s1 (stereo not given)	?	2%	1%	8%	-3%	3%	-3%	i	i	-1.8%	-22%
CC1CCCCN1S(=O)(=O)c1ccc(NC(=O)c2cccc(-n3cnnn3)c2)cc1 (stereo not given)	8%	5%	11%	7%	-8%	-3%	-6%	?	i	/	-4%
CN1CCN(CCc2nc3cc(NC(=O)COc4ccccc4)ccc3n2C)CC1	3%	3%	8%	-2%	-2%	-6%	-4%	?	i	-0.3%	-4%
Cc1nonc1NC(=O)CSc1nc(C2CCCCC2)nc2ccccc12	-2%	5%	4%	85%	-2%	-4%	-26%	i	i	/	8%
COc1ccc(-c2nnc(SCC(=O)Nc3ccc(C)cc3)n2C)cc1	-4%	-16%	5%	7%	-2%	-3%	?	i	i	-0.2%[57.5 µM]	?
CC(=O)N1CCN2C(=O)C1CCCC(=O)c1cc(C3CCCCC3)ccc12 (stereo not given)	3%	2%	6%	5%	-1%	-1%	6%	i	i	/	-7%
CC1(C)CC(=O)C=C(Nc2ccc(C(=O)O)cc2)C1	2%	0%	-10%	9%	2%	-2%	-6%	i	i	-1.4%	7%
c1ccc(CCc2cccnc2)nc1	9%[7.6 µM]	-4%[11.4 µM]	8%[11.4 µM]	-1%[11.4 µM]	1%[11 µM]	-8%[11.4 µM]	7%[11.4 µM]	i	i	1.4%[9.22 µM]	3%[11.5 µM]
CSc1nnc2c(n1)OC(C)N(C(=O)c1ccccc1)c1ccccc1-2 (stereo not given)	?	3%	2%	-2%	-2%	8%	1%	i	i	3.3%	18%
NC(=S)NNC(N)=S	2%	/	?	-5%	-2%	3%	-25%	/	/	0.8%	4%
COCCCNC(=O)CSC1=Nc2ccccc2C2=NC(Cc3c[nH]c4ccccc34)C(=O)N12 (stereo not given)	?	2%	-2%	-9%	-1%	-1%	2%	i	i	0.8%	-2%
Cc1ccc(N=Cc2ccc(O)cc2O)cc1F	-11%	-2%	?	-30%	-3%	0%	-8%	/	/	-3.8%	5%
CCOc1ccccc1NC(=O)NC1CCN(CC(=O)Nc2ccc3c(c2)OCCO3)CC1	-21%	0%	10%	3%	-2%	-1%	-9%	i	i	-0.2%[57.5 µM]	13%
CC(=O)c1c(C)n([O-])c2ccccc2[n+]1=O	-4%	-6%	6%	9%	-3%	6%	3%	/	/	-2.1%	-20%
COc1ccc(Oc2ncc3ncc(=O)n(Cc4ccc(F)cc4)c3n2)cc1	?	0%[11.4 µM]	1%	-24%	0%	-1%	-6%	i	i	-1.8%	?
COC(=O)C1(C)Nc2ccccc2C(=O)N1c1ccccc1C (stereo not given)	-9%	1%	?	-13%	-2%	-1%	3%	/	/	0.3%	-16%
